CHRM5 PAM – potentiates acetylcholine response at human M5 receptor | P08912 | CHO-K1 hM5, Fluo-8 calcium, ACh EC20 PAM; 0% = ACh EC20, 100% = ACh EC100 | actives 0.3% (n = 360,000) | activation, % at 3 µM;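 active = activation above the run cutoff, the mean activation of all test compounds plus 3 SD, cut at about 18% in these data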
Target sequence (P08912 whole entry, looked up): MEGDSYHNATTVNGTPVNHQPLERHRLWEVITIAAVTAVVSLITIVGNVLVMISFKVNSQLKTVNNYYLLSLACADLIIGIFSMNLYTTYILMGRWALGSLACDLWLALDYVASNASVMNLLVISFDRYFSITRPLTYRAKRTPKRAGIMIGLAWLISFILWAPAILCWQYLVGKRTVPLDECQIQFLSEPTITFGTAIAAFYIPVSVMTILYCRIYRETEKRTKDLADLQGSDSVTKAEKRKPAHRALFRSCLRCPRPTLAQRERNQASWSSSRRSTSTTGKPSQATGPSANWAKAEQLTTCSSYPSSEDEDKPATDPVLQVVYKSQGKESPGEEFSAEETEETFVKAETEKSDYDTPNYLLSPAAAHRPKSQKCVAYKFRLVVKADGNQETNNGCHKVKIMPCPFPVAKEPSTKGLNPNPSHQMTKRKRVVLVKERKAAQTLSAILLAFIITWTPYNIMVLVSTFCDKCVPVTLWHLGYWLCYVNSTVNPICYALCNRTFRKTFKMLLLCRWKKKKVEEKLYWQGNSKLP
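Test system: CHO-K1 hM5 cells / Doses: single-point, 3 µM nominal / Times: Post-acetylcholine fluorescence recording 140 s / Technique: Fluo-8 calcium fluorescence / Measure: Max/basal fluorescence ratio as % of EC20–EC100 ACh window / Benchmarks: low control EC20 acetylcholine (0%), high control EC100 acetylcholine (100%) / Replicates: one well per compound, no replicates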
CRFBP-R2 agonist – agonists of human CRF-binding protein/CRF-R2 receptor complex; HEK293 CRF-R2/CRF-BP, calcium dye fluorescence (FLIPR); percent of saturating CRF peptide response; activation, % at 13.2 µM; actives 0.46% (n = 350,000); AID 588473;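 active = activation of at least 50%, plus an integration ratio under a set limit after plate pattern correction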;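 note: plate controls were neutral control wells without compound for no effect and CRF at EC100 for full effect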
CHRM1 PAM – positive allosteric modulators of human M1 muscarinic receptor; activation, % at 3 µM; CHO-K1 hM1, Fluo-8 calcium fluorescence, ACh EC20; 0% = ACh EC20, 100% = maximal ACh; P11229; actives 0.088% (n = 360,000); AID 588819; in the data active = activation above about 19%, passing the limit was not always enough
Target sequence (P11229 whole entry, looked up): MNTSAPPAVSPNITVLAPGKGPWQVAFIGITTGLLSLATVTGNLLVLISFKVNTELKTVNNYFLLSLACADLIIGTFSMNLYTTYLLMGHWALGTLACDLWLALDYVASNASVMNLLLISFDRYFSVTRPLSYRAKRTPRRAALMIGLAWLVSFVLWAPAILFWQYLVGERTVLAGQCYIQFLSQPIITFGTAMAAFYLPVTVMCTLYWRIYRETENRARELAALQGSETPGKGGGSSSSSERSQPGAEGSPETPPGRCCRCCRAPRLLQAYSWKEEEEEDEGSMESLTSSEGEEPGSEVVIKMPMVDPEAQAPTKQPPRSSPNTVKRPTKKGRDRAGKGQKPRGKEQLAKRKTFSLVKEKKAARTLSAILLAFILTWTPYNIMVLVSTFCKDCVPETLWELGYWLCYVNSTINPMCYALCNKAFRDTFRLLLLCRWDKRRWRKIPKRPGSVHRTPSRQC
M1 antag – human CHRM1 antagonism. inhibition, % at 3 µM. actives 1.3% (n = 360,000). CHO-K1 hM1, Fluo-8 calcium fluorescence, ACh EC80 antagonist. P11229;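 active = percent inhibition above its own plate's cutoff, namely the mean of that plate's compound wells plus 3 SD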;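 note: peak over basal fluorescence ratio during 140 s after agonist addition; 0% = ACh EC80 plus DMSO and 100% = DMSO alone without agonist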
CHRM5 agonist – agonists of human muscarinic M5 receptor (CHRM5); AID 624037; activation, % at 3 µM; CHO-K1 hM5 cells, Fluo-8 calcium fluorescence; 0% DMSO wells, 100% maximal acetylcholine response; P08912; actives 0.19% (n = 360,000);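 active = activation above the run's mean over test compounds plus 3 SD, cut at about 23% in these data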;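 note: signal is peak over basal fluorescence ratio across the kinetic read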
M5 antag – CHRM5 antagonism in calcium assay | CHO-hM5 cells, Fluo-8 calcium fluorescence, ACh EC80 | actives 0.59% (n = 360,000) | inhibition, % at 3 µM | P08912;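 active = inhibition above a per-plate cutoff, the mean of that plate's test compounds plus 3 SD, cut at about 27% in these data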;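 note: 0% = acetylcholine EC80 with DMSO and 100% = DMSO without agonist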
CHRM4 antagonist – blocks acetylcholine activation of human M4 receptor | P08173 | CHO-hM4 cells, ACh EC80, Fluo-8 calcium fluorescence | inhibition, % at 3 µM | actives 0.73% (n = 360,000) | AID 624125;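 active = inhibition above its plate's cutoff, the mean inhibition of sample wells plus 3 SD, cut at about 27% in these data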;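 note: 0% = acetylcholine EC80 with DMSO and 100% = DMSO without agonist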
CHRM4 PAM – positive allosteric modulators of human muscarinic M4 receptor; P08173; CHO-K1 hM4/Gqi5, Fluo-8 calcium fluorescence, ACh EC20; 0% = ACh EC20, 100% = maximal ACh; activation, % at 3 µM; actives 0.4% (n = 360,000); AID 624126;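 active = activation above its plate's cutoff, the mean activation of sample wells plus 3 SD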; note: some results filed as inactive read as strong as hits
M4 ag – agonists of human muscarinic M4 receptor (CHRM4) | P08173 | CHO-K1 hM4/Gqi5, Fluo-8 calcium fluorescence; vehicle 0%, full acetylcholine response 100% | activation, % at 3 µM | actives 0.14% (n = 360,000) | AID 624127;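 active = activation above the run mean over all test wells plus 3 SD, cut at about 32% in these data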;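 note: peak over basal fluorescence ratio per well then scaled between controls; 0% = DMSO wells and 100% = acetylcholine at EC100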
* = called active by the depositor; . = not tested or not shown.

SMILES | CHRM5 PAM | CRFBP-R2 agonist | CHRM1 PAM | M1 antag | CHRM5 agonist | M5 antag | CHRM4 antagonist | CHRM4 PAM | M4 ag
COc1ccc(C(C(=O)NC2CCCCC2)N(C(=O)CCl)c2ccccc2Cl)cc1 (stereo unspecified) | 28* | 3.5 | 7 | -11 | 1 | 19 | -3 | 9 | 0
Cc1ccccc1NC(=O)C1CCCN(S(=O)(=O)c2ccc3c(c2)C(C)(C)C(=O)N3C)C1 (stereo unspecified) | -7 | -1.8 | 1 | -1 | 2 | 5 | -2 | -1 | 4
CCCn1c(N)c(C(=O)COC(=O)c2c(C)noc2C)c(=O)n(C)c1=O | -11 | 0.8 | -4 | -6 | -1 | -2 | 1 | 3 | 1
O=C1CSC(c2ccccc2F)N1CCN1CCCCC1 (stereo unspecified) | -12 | -1.8 | -11 | 26 | -8 | 3 | 8 | -6 | 1
Cc1cccc(CN2CCc3c([nH]c4ccccc34)C2CC(C)C)n1 (stereo unspecified) | 6 | 0.3 | 5 | -10 | -16 | -7 | 1 | -8 | 2
O=C1CCC[C@H]2c3[nH]c4ccccc4c3CCN12 | 0 | 3.0 | 5 | -9 | -1 | 6 | -1 | 8 | 1
COc1cc2c(cc1OC)C(c1ccccc1O)N(C1CC(=O)N(c3ccccc3)C1=O)CC2 (stereo unspecified) | 2 | -2.2 | 1 | 7 | -2 | 1 | 1 | 4 | 1
Cc1ccc(OCC(=O)Nc2ccc([N+](=O)[O-])cn2)cc1C | -6 | 6.4 | 8 | -2 | 1 | 3 | -10 | 15 | 0
COc1ccc(-c2nc(CS(=O)CC(=O)NCCC3=CCCCC3)c(C)o2)cc1 (stereo unspecified) | 6 | -9.4 | 0 | -7 | -3 | -6 | -24 | 3 | 2
CCNC(=O)/N=C1/NC(=O)C(C(C)C)O1 (stereo unspecified) | 4 | -0.4 | 9 | -5 | 0 | -4 | 2 | 5 | 0
CC1(Cc2ccccc2OC(F)(F)F)C(=O)Nc2ccc(OC(F)(F)F)cc21 (stereo unspecified) | -1 | . | 8 | -16 | 0 | -5 | 4 | 2 | -1
N=C1C(c2ccccc2)=C(O)CN1c1cccc(S(=O)(=O)N2CCCCC2)c1 | 4 | -2.5 | 19 | -20 | -2 | 1 | -2 | 4 | 0
Cc1c(Cl)cccc1N1C(=O)CC(NNC(=O)c2cccnc2)C1=O (stereo unspecified) | 3 | -1.0 | 3 | -3 | -2 | -3 | -7 | -3 | 0
COc1ccc(N2CC(C(=O)NCCN3C(=O)S/C(=C\c4cccnc4)C3=O)CC2=O)c(OC)c1 (stereo unspecified) | 11 | -1.9 | 5 | -7 | -1 | -1 | -14 | 5 | 2
Brc1ccccc1-c1nnc(CSc2nnc3sc4ccccc4n23)o1 | -5 | -1.6 | 3 | 2 | -17 | 6 | 5 | -3 | 2
Cc1ccc(/C(=N\O)c2oc3c(C)c4oc(=O)cc(C)c4cc3c2C)cc1 | -25 | -0.7 | 3 | 1 | -13 | -6 | 1 | 5 | -1
CCOC(=O)CN(C(=O)COc1nc(-c2ccccc2)cc(C)c1C#N)c1ccccc1C | -5 | 4.6 | -3 | 4 | -2 | 13 | 8 | -7 | 0
C=CCNC(=O)c1c(N)n(-c2ccc3c(c2)OCO3)c2nc3ccccc3nc12 | -5 | -1.1 | -25 | 69* | 2 | 11 | 0 | 0 | 1
CN(CC(=O)N1CCCCC1)S(=O)(=O)c1ccc(Cl)cc1 | -5 | -3.1 | 8 | -11 | 0 | 16 | 4 | -4 | 1
CC(=O)N1CCN(C(=O)C2(NC(=O)Nc3ccc(C)cc3)CCCCC2)CC1 | 0 | -0.4 | 7 | -10 | -1 | 6 | 2 | -1 | -1
CC(C)(C)CC(C)(C)n1nnnc1N | -1 | 2.8 | 5 | -11 | 0 | -1 | -13 | -2 | 1
CCOC(=O)c1sc(N)nc1C(C)(C)C | 2 | -1.5 | 4 | -3 | -5 | -5 | -2 | 1 | 0
CCOC(=O)c1c(NC(=O)C2C3C=CC(C3)C2C(=O)O)sc2c1CC(C)(C)OC2 (stereo unspecified) | 6 | -0.5 | 14 | -7 | -3 | -1 | -7 | 3 | 2
CC1(S(=O)(=O)O)CC(=O)c2ccccc2C1=O (stereo unspecified) | -3 | 1.2 | 5 | -8 | 0 | 4 | 0 | -3 | 1
COc1ccc(/C(C)=N/NC(=O)CNC(=O)C2COc3ccccc3O2)c(OC)c1 (stereo unspecified) | 0 | -3.4 | 8 | -16 | -4 | 2 | -4 | 9 | 1
COc1ccc(Nc2cc(C)nc3ccc(C)cc23)cc1 | 2 | 0.5 | 8 | -13 | 0 | 4 | -1 | 0 | 0
COn1c(SC2CCCCC2)nc2ccccc2c1=O | 1 | 0.8 | 8 | -20 | 1 | -3 | 0 | 12 | -1
Clc1ccccc1C=NNc1ccccn1 | -10 | 3.6 | 0 | -9 | 1 | 11 | -6 | 1 | 0
Cc1ccc(Cn2c(C)c3cnn(CC(=O)NCCN4CCOCC4)c(=O)c3c2C)cc1 | -1 | 2.0 | 3 | -8 | -1 | 3 | -9 | 2 | 0
CCS(=O)(=O)N1CCCC(C(=O)Oc2ccc(Br)cc2)C1 (stereo unspecified) | 6 | 6.7 | -1 | 5 | 2 | -14 | -4 | -4 | 3
NC(=O)C1(C(=O)O)OC1(c1ccc(Cl)cc1)c1ccccc1Cl (stereo unspecified) | 0 | -0.1 | 6 | -9 | 5 | 7 | 6 | -5 | 1
C[C@@H]1CN([C@@H](C)CO)C(=O)c2cc(Br)cnc2O[C@H]1CN(C)C(=O)CN1CCOCC1 | 0 | -0.3 | -1 | -10 | 1 | -8 | -15 | 3 | 2
COc1ccc2c(Cl)c(C(=O)NCCc3ccc(S(N)(=O)=O)cc3)sc2c1 | -7 | 0.9 | 2 | -19 | -6 | 9 | -12 | -1 | 7
CC(c1ccc(F)cc1)n1cc(C(=O)NCCN(C)C)nn1 (stereo unspecified) | -3 | 5.2 | 6 | -9 | -1 | -5 | -11 | 3 | 1
O=C1CCCN2N=C(SCC(=O)Nc3ccc(OC(F)(F)F)cc3)SC2=N1 | 1 | -0.4 | 14 | -10 | 1 | 7 | -19 | -11 | 7
O=C(NC(c1ccccc1)c1ccccn1)c1cccc([N+](=O)[O-])c1 (stereo unspecified) | -7 | -0.7 | 3 | 0 | -1 | 13 | 3 | 3 | 7

4 consecutive compounds from above:
SMILES | CHRM5 PAM | CRFBP-R2 agonist | CHRM1 PAM | M1 antag | CHRM5 agonist | M5 antag | CHRM4 antagonist | CHRM4 PAM | M4 ag
COc1ccc(/C(C)=N/NC(=O)CNC(=O)C2COc3ccccc3O2)c(OC)c1 (stereo unspecified) | 0 | -3.4 | 8 | -16 | -4 | 2 | -4 | 9 | 1
COc1ccc(Nc2cc(C)nc3ccc(C)cc23)cc1 | 2 | 0.5 | 8 | -13 | 0 | 4 | -1 | 0 | 0
COn1c(SC2CCCCC2)nc2ccccc2c1=O | 1 | 0.8 | 8 | -20 | 1 | -3 | 0 | 12 | -1
Clc1ccccc1C=NNc1ccccn1 | -10 | 3.6 | 0 | -9 | 1 | 11 | -6 | 1 | 0

New compounds follow.
SMILES | CHRM5 PAM | CRFBP-R2 agonist | CHRM1 PAM | M1 antag | CHRM5 agonist | M5 antag | CHRM4 antagonist | CHRM4 PAM | M4 ag
NS(=O)(=O)c1ccc(NC(=S)NCc2cccc(Cl)c2)cc1 | -5 | -0.3 | 3 | 6 | -3 | 5 | 10 | -5 | 4
N#CC1=C(N)N(c2ccccc2C#N)C2=C(C(=O)CCC2)C1c1ccsc1 (stereo unspecified) | 3 | 6.8 | 2 | -4 | 0 | 1 | -6 | 6 | 1
O=C(CSc1ccc2nnc(-c3cccnc3)n2n1)Nc1ccc(F)cc1F | 5 | -0.6 | 13 | -14 | -2 | -7 | -14 | 5 | 1
O=C1CC2(CCCC2)C(=O)N1CN1CCN(S(=O)(=O)c2cc(F)ccc2F)CC1 | -4 | -1.9 | -1 | -4 | 0 | 7 | 0 | -1 | 0
O=C1ON=C(c2ccccc2)/C1=C/c1ccccc1 | 1 | 0.1 | 5 | -18 | 1 | 7 | -9 | -3 | 1
COc1ccc(-c2[nH]ncc2N=Nc2ccccc2)cc1 | -3 | -0.2 | 6 | 0 | -5 | 2 | -2 | -3 | 0
O=C1CC(c2cccc(Cl)c2)CC(O)=C1C=Nc1ccccc1 (stereo unspecified) | -3 | -2.8 | -6 | 5 | 0 | 1 | 3 | -7 | .
O=C(NCc1ccco1)c1cc(-c2cccc(Cl)c2)on1 | 3 | -0.8 | 5 | -8 | -4 | -9 | -12 | 1 | 0
COCCn1c(-c2ccc(F)cc2)nc2oc3cc(OC)ccc3c(=O)c2c1=O | -4 | -2.5 | 1 | 4 | 1 | 0 | 5 | 7 | 0
CCc1ccc(N2CC(C)Cn3c2nc2c3c(=O)n(CCN3CCOCC3)c(=O)n2C)cc1 (stereo unspecified) | -4 | -2.2 | 2 | -7 | -6 | 1 | -3 | -2 | -2
COc1ccc(CCN2C(=O)CCC2(C)C(=O)NC2CCCC2)cc1OC (stereo unspecified) | -3 | -1.1 | 6 | -10 | 3 | 4 | 9 | -12 | 0
COc1ccc(S(=O)(=O)N2CCOCC2)cc1NC(=O)CSc1ccc(F)cc1 | -10 | -0.6 | 3 | -1 | 1 | 20 | -4 | 8 | 4
O=C(CCN1C(=O)C2CCCCC2C1=O)Nc1ccc(OC(F)F)cc1 (stereo unspecified) | 4 | -1.3 | 2 | -1 | 2 | 2 | 2 | -3 | 2
c1nc2n(n1)C1=C(CCCC1)C1(CCCCC1)N2 | -2 | -0.4 | 1 | 4 | 0 | 8 | -2 | 2 | 1
CCCN(CCC)CCCNC(=O)c1cc2c(-c3ccc(OC)c(OC)c3)nn(C)c2s1 | 1 | 0.9 | 6 | -8 | -5 | -4 | -17 | -3 | 1
COc1ccc(C(O)P(=O)(OC(C)C)c2ccc(N(C)C)cc2)c(OC)c1 (stereo unspecified) | 0 | -0.6 | 7 | -2 | -3 | 1 | -3 | 2 | 1
CCN1CCN(CCCNC(=O)c2ccc3c(c2)NC(=O)/C(=C\c2cccc(C)c2)S3)CC1 | -3 | -0.9 | 0 | -1 | -9 | -8 | -7 | 4 | 2
CCCCOC(=O)C1=C(C)NC(=O)NC1c1cc2c(cc1Br)OCO2 (stereo unspecified) | 10 | -1.2 | 7 | -19 | -11 | -4 | -6 | -1 | -1
Cc1nn(C)c(C)c1S(=O)(=O)N(CC(=O)N1CCc2ccccc2C1)c1ccc(C(C)C)cc1 | -3 | -0.1 | 4 | -7 | 1 | -3 | -15 | 0 | 3
Cc1cc(Cl)c2oc(C(=O)N3CCC(O)(c4ccccc4)CC3)c(C)c2c1 | 9 | -0.4 | 7 | -22 | 6 | 3 | 1 | 3 | 2
CCN(CC)CCNC(=O)c1ccc(NC(=O)COc2ccccc2F)cc1 | -3 | -2.0 | -21 | 31 | -10 | -3 | -4 | 2 | 1
CN(CC(=O)O)S(=O)(=O)c1cccs1 | 2 | 0.1 | 5 | -2 | 1 | -5 | -4 | 8 | 0
COC(=O)c1ccc(COc2ccc(/C=N/Nc3nc(C)cc(=O)[nH]3)cc2)cc1 | 6 | -1.9 | 5 | -10 | -4 | -1 | 5 | 5 | 0
